# Bioassay records deposited in PubChem by several laboratories.
# Yp Topo-I inh = inhibitors of Yersinia pestis topoisomerase I; hit rate 0.064% among 360,000; activity, % at 10 µM; Y. pestis Topo-I cleavage product accumulation, plate reader; in the data active = activity above about 50%, passing the limit was not always enough; also: inactives centre near 2
# Mtb FBA inh = inhibits M. tuberculosis FBA enzyme; P9WQA3; purified M. tuberculosis FBA, fluorescence read-out; hit rate 2.3% among 360,000; inhibition, % at 1 µM; AID 588726; in the data active = inhibition above about 27%;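 also: 0% = vehicle and 100% = reference inhibitor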
# GDH-TPI inh = inhibits GDH-TPI coupling enzymes, artifact for Mtb FBA screen; GDH-TPI coupled enzyme counterscreen, NADH absorbance; inhibition, % at 4.8 µM; hit rate 1.2% among 360,000; in the data active = inhibition above about 30%;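 also: 0% = DMSO wells and 100% = wells lacking the enzyme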
# UGM FP inh = Mtb UDP-galactopyranose mutase inhibition. purified UGM, fluorescence polarization probe displacement. inhibition, % at 10 µM. hit rate 0.06% among 320,000; in the data active = inhibition above about 10%, passing the limit was not always enough
# Vc quorum ag = inducers of Vibrio cholerae quorum light production without autoinducers; V. cholerae BH1578 lux reporter, luminescence, 6 h; activation, % at 18.7 µM; hit rate 0.16% among 350,000; AID 588436; in the data active = activation mostly above about 9.7%, no sharp cut-off; also: not every result past the cut was called active; inactives centre near 0; reference of the scale not given here
# FadD28 binding = inhibitors of Mycobacterium tuberculosis FadD28 bisubstrate binding; FadD28 bisubstrate probe binding, fluorescence polarization; inhibition, % at 12.5 µM; hit rate 0.22% among 360,000; AID 588549; in the data active = inhibition above about 8.5%, passing the limit was not always enough
# Mtb BioA inh = inhibitors of Mycobacterium tuberculosis BioA enzyme; purified M. tuberculosis BioA enzyme, plate reader; inhibition, % at 9.99 µM; hit rate 0.096% among 360,000; in the data active = inhibition above about 40%
# TcdB GH inh = inhibitors of Clostridioides difficile toxin B glycohydrolase; TcdB glycohydrolase enzymatic assay, plate reader; hit rate 0.24% among 350,000; inhibition, % at 9.99 µM; P18177; in the data active = inhibition above about 10%
# PfHsp40 yeast = rescue of PfHsp40-mediated yeast toxicity; S. cerevisiae expressing PfHsp40, growth rescue, ATP luminescence; growth rescue, % at 12.5 µM; hit rate 0.68% among 340,000; AID 504582; in the data active = growth rescue above about 28%, passing the limit was not always enough;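 also: yeast W303a lacking pdr1 and pdr3 grown in galactose medium; growth measured after three days at 30 °C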
# * = called active by the depositor; i = inactive; / = not tested or not shown.
SMILES,Yp Topo-I inh,Mtb FBA inh,GDH-TPI inh,UGM FP inh,Vc quorum ag,FadD28 binding,Mtb BioA inh,TcdB GH inh,PfHsp40 yeast
O=C(OCCCCOC(=O)c1ccccc1)c1ccccc1,24.9,-1.7,-6.6,1.2,i,-0.4,-0.3,0.1,-0.2
COc1ccccc1N(CC(=O)NCc1ccccc1)S(=O)(=O)c1cccs1,-5.8,4.8,9.8,/,-0.3,-0.6,1.3,0.6,/
COc1ccc(CC2(CO)CCN(Cc3cccn3-c3ccccn3)CC2)cc1,0.2,-2.7,6.2,1.9,i,0.0,0.4,0.6,-0.6
Cc1ccc(-c2nn3c(C)nnc3c3ccccc23)cc1S(=O)(=O)NC(C)(C)CO,4.3,0.6,0.9,-0.3,-0.1,-6.8,/,1.8,-0.1
Cc1cccc(N2CCN(C(=O)COc3cc4oc(=O)cc(C)c4cc3Cl)CC2)c1C,3.4,1.8,-0.3,-1.7,i,-2.3,1.7,1.0,1.1
CN1CCN(C(=O)COc2ccc(S(=O)(=O)Nc3ccc(F)cc3)cc2)CC1,-10.0,1.4,-6.3,2.4,i,-3.8,-1.2,-0.6,-0.1
CCC(=O)c1ccc(OCC(O)CN2CC(C)OC(C)C2)cc1 (stereo not drawn),-9.3,2.3,2.6,0.2,i,0.3,-1.9,/,0.9
CC(C)Cn1c(=O)c2ccccc2n2c(SCC(=O)N3c4ccccc4CC3C)nnc12 (stereo not drawn),-2.8,-3.1,4.4,1.8,-0.2,-0.4,-0.8,/,-0.5
COC1CC(N)C2OC(c3ccccc3)OCC2O1 (stereo not drawn),0.7,-0.5,10.2,/,i,-1.5,-0.9,1.6,/
CCOC(=O)N1CCN(C(=O)c2cccc(S(=O)(=O)Nc3ccc(F)cc3)c2)CC1,3.3,1.6,-2.5,/,-0.3,-0.8,0.5,2.1,0.4
COc1ccc(/C=C2\Oc3ccccc3C2=O)cc1,4.9,84.3*,11.8,-2.3,i,-4.3,-0.4,1.4,-0.4
Cc1nn(C)c(C)c1C(C)NC(=O)c1cc(COc2ccc(F)c(F)c2)on1 (stereo not drawn),7.7,-0.9,-4.3,-1.3,-0.4,-1.6,-1.1,-0.1,-0.9
Cc1cc(S(=O)(=O)N2c3ccc(F)cc3CCC2C)ccc1-n1cnnn1 (stereo not drawn),15.9,0.6,-0.7,-0.2,-0.2,-3.0,/,-0.5,0.4
CCOC(=O)c1cccc(NC(=O)C2CCCN(S(=O)(=O)c3cnc[nH]3)C2)c1 (stereo not drawn),-0.7,2.0,7.2,1.2,-0.5,-0.3,-0.8,0.3,1.1
CCCCC1CCCC12NC(=O)NC2=O (stereo not drawn),11.9,2.8,0.5,4.3,-0.3,-1.0,0.0,-0.7,0.5
COC(=O)CNC(=O)C1Nc2ccccc2C2C=CCC12 (stereo not drawn),2.5,2.9,10.2,0.8,i,1.8,-1.7,-0.5,-0.9
Clc1ccccc1-c1ccc(CN2CCN(c3ccccc3)CC2)o1,17.1,0.2,-6.8,-3.7,-0.9,-4.3,/,/,3.8
CCOc1ccc(N(CC(=O)N2CCCCCC2)S(=O)(=O)c2ccc(C)cc2)cc1,27.1,2.1,1.7,3.3,-0.3,-3.0,-0.6,1.8,-1.4
CCOC(=O)c1cn(CC(=O)Nc2ccc(OC)cc2OC)nn1,5.1,-1.8,10.9,1.9,i,-1.4,-0.8,1.0,0.9
O=C(C1c2ccccc2Oc2ccccc21)N1CCN(c2ccc(Cl)cc2)CC1,47.0,5.6,-3.1,3.6,-0.2,-4.7,5.1,/,2.3
Cc1ccc(S(=O)(=O)n2cc(C=O)c3ccccc32)cc1,30.5,0.7,3.3,-2.8,-0.9,-1.1,/,1.3,0.8
Cc1ccccc1CSCCC(=O)NCCc1ccccc1,1.5,-1.2,-1.2,0.2,-1.1,-3.9,1.0,0.1,0.0
O=C(Nc1ccc(N2CCOCC2)cc1)c1ccncc1,-8.0,-3.3,-4.2,4.1,i,-2.5,-0.3,/,-0.1
Cc1ccc(NC(=O)Nc2ccc3c(c2)OCO3)c(Br)c1,-6.2,2.2,3.5,1.2,i,-2.5,-1.1,0.6,-2.0
N#CCSc1nc2ccccc2c(=O)n1-c1ccccc1,7.6,-1.6,8.1,0.1,-2.0,-0.2,5.1,/,0.7
Cc1nc(C)c(-c2csc(Nc3cccnc3)n2)s1,-1.8,2.9,13.8,-2.4,-4.2,-1.3,3.5,3.0,0.4
COc1ccc(C(=O)N/N=C/C(=O)c2ccccc2)cc1,-4.5,-0.2,7.1,/,i,-4.9,-1.8,-0.4,-0.9
CC(NC(=O)c1ccccc1)C(=O)OCC(=O)Nc1cccc(S(=O)(=O)N2CCCC2)c1 (stereo not drawn),7.0,-1.3,-4.8,/,i,-2.9,-1.0,-1.2,-1.0
CC(O)(c1ccc(F)c(F)c1)c1nc(-c2cc(F)cc(F)c2)cs1 (stereo not drawn),-12.3,-3.3,15.0,/,-0.8,-5.8,1.1,1.2,/
COc1ccc(/C=C2\SC(=O)N(CCC(=O)N(C)C3CCS(=O)(=O)C3)C2=O)cc1 (stereo not drawn),10.7,-3.7,4.3,-0.6,i,-2.6,0.1,0.4,1.0
CN1CCN(C(=O)c2cc(Oc3c(F)c(F)c(F)c(F)c3F)cc(C(=O)N3CCN(C)CC3)c2)CC1,-7.9,-1.9,-4.7,-1.3,-0.8,-3.6,-1.3,-0.1,0.0
CCOc1ccc(NC(=O)CN2CCN(c3ccc(F)cc3)CC2)cc1,6.2,2.3,5.7,-1.4,i,-0.3,-0.3,0.7,0.3
CC(=O)Nc1ccc(NC(=O)COC(=O)c2cc(S(=O)(=O)N3CCCC3)ccc2O)cc1,0.7,6.5,4.4,-0.3,-0.8,-0.8,-1.8,0.4,-1.4
Cc1cc(Nc2ccc(Cl)cc2)nc(N)n1,-2.2,-0.8,-11.5,0.7,-2.0,-1.9,0.7,/,1.9
Cc1cc(=O)n2[nH]c(N3C(=O)CCC3=O)nc2n1,5.1,3.3,5.0,0.7,-17.7,-0.4,-0.8,/,-1.2
NC1(C(=O)O)CCCc2ccc(N(CCCl)CCCl)cc21 (stereo not drawn),6.7,-0.4,5.3,/,-2.7,-0.9,-1.5,0.2,-1.4
CCN1CCN(c2ccc(S(=O)(=O)N3CCOCC3)cc2NC(=O)c2sccc2C)CC1,13.8,0.4,-12.2,0.4,i,-0.2,-1.2,0.8,-2.0
O=C(NC(NC(=S)Nc1ccccc1C(=O)O)C(Cl)(Cl)Cl)c1cccc([N+](=O)[O-])c1 (stereo not drawn),2.6,12.9,-6.1,-2.5,-1.4,-2.4,/,/,0.5
COc1ccccc1NC(=O)COC(=O)c1cc2c(s1)CCC2,5.4,0.4,3.5,/,/,-3.3,/,-0.2,-0.7
O=C(CN(c1ccc(Br)cc1)S(=O)(=O)c1ccc(Cl)c([N+](=O)[O-])c1)NCCc1ccccc1,-1.2,4.5,-11.0,-0.6,-0.2,-1.6,-0.3,-0.5,-1.3
O=C(COc1cccc2c1CCNC2=O)Nc1cccc(C(F)(F)F)c1,-4.4,-1.1,1.4,-0.2,-2.9,-6.5,-0.6,/,-0.9
Cc1cnc2cc(Cl)ccc2c1SCC(=O)O,4.1,3.1,12.3,-0.7,-0.2,-5.4,-0.5,-0.9,-1.6
COc1ccc(-c2csc3ncn(-c4ccccc4OC)c(=O)c23)cc1OC,-8.0,-1.7,2.5,0.8,-0.2,1.0,-0.6,1.4,-1.2
COc1ccc(-n2c(SCC(=O)Nc3cccc4ccccc34)nc(O)cc2=O)cc1,3.7,-0.4,10.3,-1.6,i,-1.5,0.3,-0.5,2.3
CC(=O)c1ccc(N(C(=O)CNC(=O)c2ccco2)C(C(=O)NC2CCCC2)c2ccco2)cc1 (stereo not drawn),8.8,1.9,-2.2,-0.2,-0.6,/,-1.4,-0.6,0.5
O=C(C(=O)N1CCN(c2cccc(Cl)c2)CC1)c1cn(CC(=O)N2CCOCC2)c2ccccc12,38.8,-1.6,16.8,1.1,-0.3,-2.3,-0.2,1.9,2.4
Cc1cc(NC(=O)CSc2nccn2-c2cccc(C)c2C)no1,-0.1,-2.5,-9.6,-0.2,-0.9,-2.3,/,-0.6,1.4
CCCCn1c(-c2ccoc2C)n[nH]c1=S,-5.4,6.5,1.3,0.8,5.3,-0.5,/,/,-0.9
O=C(CCC(=O)c1ccccc1)Nc1cccnc1,-2.5,0.0,3.0,1.1,0.7,-1.6,1.9,/,1.2
CCN(CC)C(C)C(=O)Nc1c2c(cc3c1CCC3)CCC2 (stereo not drawn),1.6,-0.5,-6.7,3.3,-0.6,-4.2,-0.2,/,-0.3

# An excerpt from above in order of length of the SMILES, high to low:
SMILES,Yp Topo-I inh,Mtb FBA inh,GDH-TPI inh,UGM FP inh,Vc quorum ag,FadD28 binding,Mtb BioA inh,TcdB GH inh,PfHsp40 yeast
O=C(CN(c1ccc(Br)cc1)S(=O)(=O)c1ccc(Cl)c([N+](=O)[O-])c1)NCCc1ccccc1,-1.2,4.5,-11.0,-0.6,-0.2,-1.6,-0.3,-0.5,-1.3
Cc1ccc(-c2nn3c(C)nnc3c3ccccc23)cc1S(=O)(=O)NC(C)(C)CO,4.3,0.6,0.9,-0.3,-0.1,-6.8,/,1.8,-0.1
CCOc1ccc(N(CC(=O)N2CCCCCC2)S(=O)(=O)c2ccc(C)cc2)cc1,27.1,2.1,1.7,3.3,-0.3,-3.0,-0.6,1.8,-1.4
O=C(C1c2ccccc2Oc2ccccc21)N1CCN(c2ccc(Cl)cc2)CC1,47.0,5.6,-3.1,3.6,-0.2,-4.7,5.1,/,2.3
Cc1cc(S(=O)(=O)N2c3ccc(F)cc3CCC2C)ccc1-n1cnnn1 (stereo not drawn),15.9,0.6,-0.7,-0.2,-0.2,-3.0,/,-0.5,0.4
COc1ccc(-c2csc3ncn(-c4ccccc4OC)c(=O)c23)cc1OC,-8.0,-1.7,2.5,0.8,-0.2,1.0,-0.6,1.4,-1.2
O=C(COc1cccc2c1CCNC2=O)Nc1cccc(C(F)(F)F)c1,-4.4,-1.1,1.4,-0.2,-2.9,-6.5,-0.6,/,-0.9
Cc1ccc(S(=O)(=O)n2cc(C=O)c3ccccc32)cc1,30.5,0.7,3.3,-2.8,-0.9,-1.1,/,1.3,0.8
COc1ccccc1NC(=O)COC(=O)c1cc2c(s1)CCC2,5.4,0.4,3.5,/,/,-3.3,/,-0.2,-0.7
Cc1cc(=O)n2[nH]c(N3C(=O)CCC3=O)nc2n1,5.1,3.3,5.0,0.7,-17.7,-0.4,-0.8,/,-1.2
O=C(CCC(=O)c1ccccc1)Nc1cccnc1,-2.5,0.0,3.0,1.1,0.7,-1.6,1.9,/,1.2
Cc1cnc2cc(Cl)ccc2c1SCC(=O)O,4.1,3.1,12.3,-0.7,-0.2,-5.4,-0.5,-0.9,-1.6

# Next part:
SMILES,Yp Topo-I inh,Mtb FBA inh,GDH-TPI inh,UGM FP inh,Vc quorum ag,FadD28 binding,Mtb BioA inh,TcdB GH inh,PfHsp40 yeast
COc1cccc(NC(=O)CNC(=O)Cn2cnc3sc(C)c(C)c3c2=O)c1,5.8,-1.1,1.7,2.2,i,-2.0,-0.6,2.1,-0.6
CCOc1[nH]n(-c2ccccc2)c(=O)c1C=NCc1cccnc1,12.8,-6.0,-4.7,0.5,-5.6,-1.0,1.1,1.2,-0.2
CCOC(=O)Nc1cc(=O)c2ccccc2o1,1.6,12.8,1.4,-1.1,1.0,0.8,9.5,/,0.4
CC(=O)c1cn(CC(=O)Nc2cccc(C)c2C)c2ccccc12,1.6,3.6,4.9,0.4,0.3,-2.2,-0.6,1.7,0.3
CCOc1ccc(/C=N/NC(=O)c2ccc(Cn3cc(Br)cn3)o2)cc1,-1.9,5.7,28.9,-1.4,-2.1,-0.2,/,0.8,-0.4
